Pf gamet viab: late stage P. falciparum gametocyte viability inhibitors, primary screen, ATP luminescence, HTS. 150,000 tested, 0.065% active. AID 743093, 2013. P. falciparum stage V gametocytes, 24 h. inhibition, % at 10.9 µM;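 active = inhibition above the mean plus 3 SD of compounds within the control limits, set per campaign, cut at about 38% in these data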;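 also: 0% = DMSO wells and 100% = medium only without gametocytes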
Mcl1-Noxa inh: Mcl-1/Noxa binding inhibitors, primary screen, biochemical, TR-FRET, 1536-well; Induced myeloid leukemia cell differentiation protein Mcl-1 (Homo sapiens), Q07820; TR-FRET Mcl-1/Noxa peptide binding, 2 h; inhibition, % at 21.7 µM; 220,000 tested, 1.5% active; AID 1022, 2008;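 active = compounds that cut the protein-peptide binding signal by more than 50% relative to plate controls in a single-dose test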;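 also: His-tagged Mcl-1 with rhodamine Noxa BH3 peptide and terbium anti-His antibody; 0% = Mcl-1 plus Noxa peptide wells and 100% = peptide-only wells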
Target sequence (Q07820 whole entry, looked up): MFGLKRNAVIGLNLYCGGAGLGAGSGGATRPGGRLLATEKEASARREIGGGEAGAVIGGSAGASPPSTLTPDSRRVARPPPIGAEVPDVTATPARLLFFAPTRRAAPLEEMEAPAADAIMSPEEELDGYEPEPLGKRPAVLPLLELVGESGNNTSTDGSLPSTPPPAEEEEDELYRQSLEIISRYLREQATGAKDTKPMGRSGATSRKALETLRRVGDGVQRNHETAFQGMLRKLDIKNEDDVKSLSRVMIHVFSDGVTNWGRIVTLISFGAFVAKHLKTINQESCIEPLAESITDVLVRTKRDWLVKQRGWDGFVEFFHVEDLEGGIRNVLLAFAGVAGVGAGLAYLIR
Rab7 wt modul: modulators of GTP binding to Rab7, primary screen, biochemical, wildtype, multiplex bead flow cytometry; Rab7 GTPase wild type (dog), Bodipy-FL-GTP binding; GST-Rab7 beads, fluorescent GTP binding; actives lie on both sides; untreated = 100%, excess cold GTP = 0%; GTP binding activity (percent of control), % at 10 µM; 190,000 tested, 0.055% active; AID 758, 2007;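 active = fluorescent GTP binding to Rab7 beads changed by at least 20 points from the 100% baseline, either direction, mostly lower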;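 also: median green fluorescence of bound Bodipy-FL-GTP per Rab7 bead population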
Rac1 wt modul: wildtype Rac1 GTP binding modulators, primary screen, biochemical, GST-Rac1 beads, flow cytometry, multiplex. Ras-related C3 botulinum toxin substrate 1 (Homo sapiens), P63000. 190,000 tested, 0.27% active. GTP binding activity (% of control), % at 10 µM. fluorescent GTP binding; actives lie on both sides; 0 = cold GTP competed, 100 = untreated;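 active = GTP binding activity at least 20 points away from the 100% control level, either lower or higher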
Avidin bead fluor: green autofluorescence of compounds with avidin beads – biophysical, 488/530 nm, flow cytometry, artefact control, profiling panel | compound fluorescence 488/530 nm; hits give high values | fluorescence (KMESF) at 10 µM | 220,000 tested, 0.38% active; in the data active = fluorescence above about 47; also: inactives centre near 10
HRas wt GTP bind: modulators of GTP binding to HRas wildtype, primary screen, biochemical, bead-based flow cytometry, multiplex; GTPase HRas (Homo sapiens), P01112; GST-Ras wt beads, Bodipy-FL-GTP binding; actives lie on both sides; GTP binding activity, % at 10 µM; 190,000 tested, 0.14% active; AID 759, 2007;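 active = GTP binding activity at least 20% away from the 100% baseline, either lowered as inhibitor or raised as activator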;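 also: 0% = unlabeled GTP competition control and 100% = no-compound control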
Target sequence (P01112 whole entry, looked up): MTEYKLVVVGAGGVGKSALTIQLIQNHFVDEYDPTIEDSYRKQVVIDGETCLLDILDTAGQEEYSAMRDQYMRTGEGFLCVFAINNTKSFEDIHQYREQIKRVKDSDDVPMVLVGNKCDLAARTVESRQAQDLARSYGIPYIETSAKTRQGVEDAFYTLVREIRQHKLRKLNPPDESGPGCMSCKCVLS
Mcl1-Bid inh: Mcl-1/Bid binding inhibitors, primary screen, biochemical, TR-FRET, 1536-well. Induced myeloid leukemia cell differentiation protein Mcl-1 (Homo sapiens), Q07820. TR-FRET Mcl-1/Bid-Dy647 peptide binding. inhibition, % at 21.7 µM. 220,000 tested, 0.97% active. AID 1021, 2008;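 active = compounds that cut the binding signal by more than half at the single screening dose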;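 also: His-tagged Mcl-1 with europium anti-His antibody binding Bid BH3 peptide; 0% = Mcl-1 plus peptide wells and 100% = peptide-only wells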
Bim-Mcl-1: inhibitors of Bim peptide binding to Mcl-1, primary screen, biochemical, bead-based flow cytometry, multiplex; Bim peptide-Mcl-1 binding; AID 1009, 2008; inhibition, % at 10 µM; 190,000 tested, 0.1% active; in the data active = inhibition above about 40%;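 also: 0% = no compound tracer wells and 100% = peptide blocker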
Cdc42 wt GTP: modulators of GTP binding to wildtype Cdc42, primary screen, biochemical, multiplex bead flow cytometry, Bodipy-GTP; Cell division control protein 42 homolog (Homo sapiens), P60953; GST-Cdc42 beads; actives lie on both sides; percent activity (GTP binding), % at 10 µM; 190,000 tested, 0.2% active; AID 761, 2007;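 active = percent activity GTP binding at least 20 points away from the 100% baseline, either down as inhibitor or up as activator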;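 also: median bead fluorescence of bound Bodipy-FL-GTP at 100 nM; 0% = excess unlabeled GTP control and 100% = no compound control; below 100% means less GTP binding so inhibitor and above means activator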
Target sequence (P60953 whole entry, looked up): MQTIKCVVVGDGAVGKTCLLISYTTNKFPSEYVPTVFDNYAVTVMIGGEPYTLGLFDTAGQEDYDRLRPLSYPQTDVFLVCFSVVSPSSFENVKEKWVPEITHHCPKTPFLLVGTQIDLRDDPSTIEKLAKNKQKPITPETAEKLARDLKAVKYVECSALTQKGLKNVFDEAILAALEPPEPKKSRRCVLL
Rab2A wt mod: modulators of GTP binding to Rab2A wildtype, primary screen, biochemical, dog, bead-based flow cytometry, multiplex | 190,000 tested, 0.19% active | GTP binding activity, % at 10 µM | GST-Rab2 wt beads, Bodipy-GTP binding;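 active = GTP binding activity at least 20 points away from 100%, either lowered or raised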;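 also: 0% = beads with excess unlabeled GTP and 100% = no-compound control corrected for plate trend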
Rac1 mut GTP: GTP binding modulators of activated mutant Rac1, primary screen, biochemical, bead-based flow cytometry, multiplex, fluorescent GTP; percent activity (GTP binding), % at 10 µM; 190,000 tested, 0.11% active; GST-Rac1 activated beads; actives lie on both sides; 100% means binding = to untreated wells; Ras-related C3 botulinum toxin substrate 1 (Homo sapiens), P63000; AID 764, 2007;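 active = GTP binding at least 20 percentage points away from the 100% baseline, in either direction, so actives lie on both sides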
Active calls of the source: *. This is a subset, so the mix of outcomes need not match the whole.

How did c1ccc(C2OCCN3CCCCC23)cc1 (configuration not stated) do in these assays?
Pf gamet viab: 7; Mcl1-Noxa inh: 10; Rab7 wt modul: 101; Rac1 wt modul: 103; Avidin bead fluor: 3; HRas wt GTP bind: 102; Mcl1-Bid inh: 4; Bim-Mcl-1: -4; Cdc42 wt GTP: 101; Rab2A wt mod: 101; Rac1 mut GTP: 99

What do the screens show for `Nc1ccc(S(=O)(=O)N2CC3CC(C2)c2cccc(=O)n2C3)cc1` (configuration not stated)?
Mcl1-Noxa inh: 4; Rab7 wt modul: 102; Rac1 wt modul: 108; Avidin bead fluor: 7; HRas wt GTP bind: 103; Mcl1-Bid inh: -20; Bim-Mcl-1: -2; Cdc42 wt GTP: 107; Rab2A wt mod: 105; Rac1 mut GTP: 103

What do the screens show for `CNC(=O)Oc1ccc(-c2cn3cc(Cl)ccc3n2)cc1`?
Pf gamet viab: -2; Mcl1-Noxa inh: -13; Rab7 wt modul: 95; Rac1 wt modul: 106; Avidin bead fluor: 13; HRas wt GTP bind: 99; Mcl1-Bid inh: -3; Bim-Mcl-1: -5; Cdc42 wt GTP: 101; Rab2A wt mod: 97; Rac1 mut GTP: 99

What do the screens show for `Cc1ccc(Cl)cc1-n1c(O)c(C=NCCCN2CCOCC2)c(=O)[nH]c1=O`?
Pf gamet viab: -12; Mcl1-Noxa inh: -4; Rab7 wt modul: 102; Rac1 wt modul: 106; Avidin bead fluor: 4; HRas wt GTP bind: 102; Mcl1-Bid inh: -38; Bim-Mcl-1: -1; Cdc42 wt GTP: 106; Rab2A wt mod: 105; Rac1 mut GTP: 103

How did O=C(CCN1CCOCC1)NCC(=O)Nc1ccc(Br)cc1C(=O)c1ccccc1 do in these assays?
Mcl1-Noxa inh: -17; Rab7 wt modul: 98; Rac1 wt modul: 105; Avidin bead fluor: 12; HRas wt GTP bind: 101; Mcl1-Bid inh: -20; Bim-Mcl-1: 0; Cdc42 wt GTP: 99; Rab2A wt mod: 100; Rac1 mut GTP: 99

How did COc1cc(/C=N/n2cnnc2)ccc1OC(=O)N(C)C do in these assays?
Pf gamet viab: -12; Mcl1-Noxa inh: 10; Rab7 wt modul: 99; Rac1 wt modul: 103; Avidin bead fluor: 9; HRas wt GTP bind: 97; Mcl1-Bid inh: -24; Bim-Mcl-1: -1; Cdc42 wt GTP: 98; Rab2A wt mod: 97; Rac1 mut GTP: 98

What do the screens show for `O=C(COC(=O)Cc1ccccc1)Nc1ccc(F)cc1`?
Pf gamet viab: -3; Mcl1-Noxa inh: 0; Rab7 wt modul: 96; Rac1 wt modul: 95; Avidin bead fluor: 12; HRas wt GTP bind: 95; Mcl1-Bid inh: 3; Bim-Mcl-1: -2; Cdc42 wt GTP: 92; Rab2A wt mod: 96; Rac1 mut GTP: 97

Results for C=CCN(CC=C)C(=O)Nc1ccc(OCC)cc1 ?
Pf gamet viab: -6; Mcl1-Noxa inh: 18; Rab7 wt modul: 110; Rac1 wt modul: 102; Avidin bead fluor: 11; HRas wt GTP bind: 103; Mcl1-Bid inh: -10; Bim-Mcl-1: 0; Cdc42 wt GTP: 102; Rab2A wt mod: 103; Rac1 mut GTP: 96

How did COc1ccc2c(c1)CC1(CN2C)C(=O)NC(=O)N(CCc2ccccc2)C1=O (configuration not stated) do in these assays?
Pf gamet viab: 12; Mcl1-Noxa inh: 31; Rab7 wt modul: 100; Rac1 wt modul: 101; Avidin bead fluor: 6; HRas wt GTP bind: 99; Mcl1-Bid inh: -13; Bim-Mcl-1: -3; Cdc42 wt GTP: 102; Rab2A wt mod: 102; Rac1 mut GTP: 99

How did Cc1oc(-c2ccccc2F)nc1CS(=O)CC(=O)N1CCC2(CC1)OCCO2 (configuration not stated) do in these assays?
Pf gamet viab: -1; Mcl1-Noxa inh: 19; Rab7 wt modul: 99; Rac1 wt modul: 104; Avidin bead fluor: 12; HRas wt GTP bind: 105; Mcl1-Bid inh: -16; Bim-Mcl-1: -2; Cdc42 wt GTP: 105; Rab2A wt mod: 106; Rac1 mut GTP: 101

How did O=C(c1cc(S(=O)(=O)N2CCOCC2)ccc1F)N1CCC2(CC1)OCCO2 do in these assays?
Mcl1-Noxa inh: 0; Rab7 wt modul: 104; Rac1 wt modul: 103; Avidin bead fluor: 35; HRas wt GTP bind: 102; Mcl1-Bid inh: -16; Bim-Mcl-1: 0; Cdc42 wt GTP: 103; Rab2A wt mod: 102; Rac1 mut GTP: 100

Results for O=C(Nc1nc(-c2ccccc2)c(-c2ccccc2)s1)c1ccc(S(=O)(=O)N(CCCl)CCCl)cc1 ?
Pf gamet viab: 8; Mcl1-Noxa inh: -57; Rab7 wt modul: 97; Rac1 wt modul: 101; Avidin bead fluor: 4; HRas wt GTP bind: 98; Mcl1-Bid inh: -36; Bim-Mcl-1: 0; Cdc42 wt GTP: 101; Rab2A wt mod: 97; Rac1 mut GTP: 97

Results for O=S(=O)(c1ccc(Cl)cc1)N1CC1c1ccccc1 (configuration not stated) ?
Pf gamet viab: -17; Mcl1-Noxa inh: 15; Rab7 wt modul: 99; Rac1 wt modul: 101; Avidin bead fluor: 16; HRas wt GTP bind: 99; Mcl1-Bid inh: -9; Bim-Mcl-1: -1; Cdc42 wt GTP: 97; Rab2A wt mod: 96; Rac1 mut GTP: 97

How did CCC(=O)c1cn(Cc2ccccc2C#N)c2ccccc12 do in these assays?
Pf gamet viab: -11; Mcl1-Noxa inh: 1; Rab7 wt modul: 96; Rac1 wt modul: 101; Avidin bead fluor: 13; HRas wt GTP bind: 100; Mcl1-Bid inh: -14; Bim-Mcl-1: 0; Cdc42 wt GTP: 100; Rab2A wt mod: 98; Rac1 mut GTP: 95

What do the screens show for `CC(/C=C(\C)Nc1ccccc1)=Nc1ccccc1`?
Pf gamet viab: -3; Mcl1-Noxa inh: 13; Rab7 wt modul: 106; Rac1 wt modul: 101; Avidin bead fluor: 10; HRas wt GTP bind: 101; Mcl1-Bid inh: -21; Bim-Mcl-1: -1; Cdc42 wt GTP: 100; Rab2A wt mod: 99; Rac1 mut GTP: 95

Results for CC(C)(C)NC(=S)N1CCn2cccc2C1c1cccnc1 (configuration not stated) ?
Mcl1-Noxa inh: -9; Rab7 wt modul: 100; Rac1 wt modul: 99; Avidin bead fluor: 12; HRas wt GTP bind: 99; Mcl1-Bid inh: -47; Bim-Mcl-1: -2; Cdc42 wt GTP: 98; Rab2A wt mod: 97; Rac1 mut GTP: 95

What do the screens show for `Cc1ccc2c(c1)N(CCC(=O)N1CCC3(CC1)OCCO3)C(=O)CO2`?
Mcl1-Noxa inh: -5; Rab7 wt modul: 97; Rac1 wt modul: 106; Avidin bead fluor: 5; HRas wt GTP bind: 101; Mcl1-Bid inh: -30; Bim-Mcl-1: 1; Cdc42 wt GTP: 105; Rab2A wt mod: 101; Rac1 mut GTP: 101

What do the screens show for `Cc1cc(NC(=O)COC(=O)c2c(C)nn(Cc3ccccc3)c2C)no1`?
Mcl1-Noxa inh: -3; Rab7 wt modul: 98; Rac1 wt modul: 99; Avidin bead fluor: 9; HRas wt GTP bind: 98; Mcl1-Bid inh: -5; Bim-Mcl-1: 0; Cdc42 wt GTP: 97; Rab2A wt mod: 97; Rac1 mut GTP: 97

Results for O=C(COc1ccccc1F)N1CCN(CCN2C(=O)c3cccc4cccc(c34)C2=O)CC1 ?
Pf gamet viab: 11; Mcl1-Noxa inh: 7; Rab7 wt modul: 109; Rac1 wt modul: 100; Avidin bead fluor: 11; HRas wt GTP bind: 101; Mcl1-Bid inh: -12; Bim-Mcl-1: -1; Cdc42 wt GTP: 100; Rab2A wt mod: 100; Rac1 mut GTP: 94

What do the screens show for `CN(Cc1c[nH]c2ccccc12)C1CCCCC1`?
Mcl1-Noxa inh: 9; Rab7 wt modul: 104; Rac1 wt modul: 107; Avidin bead fluor: 10; HRas wt GTP bind: 102; Mcl1-Bid inh: -11; Bim-Mcl-1: 0; Cdc42 wt GTP: 101; Rab2A wt mod: 101; Rac1 mut GTP: 100

Results for COc1ccc(C2NCCc3[nH]cnc32)cc1 (configuration not stated) ?
Mcl1-Noxa inh: 16; Rab7 wt modul: 106; Rac1 wt modul: 103; Avidin bead fluor: 10; HRas wt GTP bind: 102; Mcl1-Bid inh: -6; Bim-Mcl-1: 1; Cdc42 wt GTP: 100; Rab2A wt mod: 102; Rac1 mut GTP: 97

How did CC12CCC3C(CCC4C/C(=N/O)CCC43C)C1CCC2O (configuration not stated) do in these assays?
Pf gamet viab: -6; Mcl1-Noxa inh: -21; Rab7 wt modul: 101; Rac1 wt modul: 106; Avidin bead fluor: 12; HRas wt GTP bind: 100; Mcl1-Bid inh: -43; Bim-Mcl-1: -9; Cdc42 wt GTP: 105; Rab2A wt mod: 95; Rac1 mut GTP: 99

Part of the list above in order of formula weight, ascending.
How did CCC(=O)c1cn(Cc2ccccc2C#N)c2ccccc12 do in these assays?
Pf gamet viab: -11; Mcl1-Noxa inh: 1; Rab7 wt modul: 96; Rac1 wt modul: 101; Avidin bead fluor: 13; HRas wt GTP bind: 100; Mcl1-Bid inh: -14; Bim-Mcl-1: 0; Cdc42 wt GTP: 100; Rab2A wt mod: 98; Rac1 mut GTP: 95

How did Cc1oc(-c2ccccc2F)nc1CS(=O)CC(=O)N1CCC2(CC1)OCCO2 (configuration not stated) do in these assays?
Pf gamet viab: -1; Mcl1-Noxa inh: 19; Rab7 wt modul: 99; Rac1 wt modul: 104; Avidin bead fluor: 12; HRas wt GTP bind: 105; Mcl1-Bid inh: -16; Bim-Mcl-1: -2; Cdc42 wt GTP: 105; Rab2A wt mod: 106; Rac1 mut GTP: 101

How did O=C(CCN1CCOCC1)NCC(=O)Nc1ccc(Br)cc1C(=O)c1ccccc1 do in these assays?
Mcl1-Noxa inh: -17; Rab7 wt modul: 98; Rac1 wt modul: 105; Avidin bead fluor: 12; HRas wt GTP bind: 101; Mcl1-Bid inh: -20; Bim-Mcl-1: 0; Cdc42 wt GTP: 99; Rab2A wt mod: 100; Rac1 mut GTP: 99
